TAAR1 agonist: agonists of human TAAR1; hit rate 0.99% among 360,000; Q96RJ0; CHO RD-HGA16 TAAR1, Fluo-8 calcium fluorescence; vehicle wells 0%, saturating PEA agonist 100%; activation, % at 3 µM;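 active = activation above the mean activation of all test compounds in the run plus 3 SD, cut at about 38% in these data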
Target sequence (Q96RJ0 whole entry, looked up): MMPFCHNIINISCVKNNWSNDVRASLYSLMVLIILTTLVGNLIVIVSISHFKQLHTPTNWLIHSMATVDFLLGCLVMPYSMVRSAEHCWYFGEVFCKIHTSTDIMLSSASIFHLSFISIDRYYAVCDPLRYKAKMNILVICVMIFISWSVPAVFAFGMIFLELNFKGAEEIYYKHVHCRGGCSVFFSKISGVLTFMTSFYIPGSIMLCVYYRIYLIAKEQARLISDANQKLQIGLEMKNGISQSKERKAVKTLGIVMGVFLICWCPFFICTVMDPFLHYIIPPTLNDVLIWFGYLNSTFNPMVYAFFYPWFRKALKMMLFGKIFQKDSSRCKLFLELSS
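Signal – calcium-sensitive Fluo-8 signal, excitation 470-495, emission 515-575 nm · System – RD-HGA16 (CHO) cells co-expressing Gα16 and hTAAR1 · Incubation – 17-24 h seeding, 75 min 37 °C dye, 30 min RT · Compound dosing – 3 µM single concentration · Repeats – no replicates (n 1)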
CHRM1 antagonist: antagonists of human M1 muscarinic receptor. CHO-K1 hM1, Fluo-8 calcium fluorescence, ACh EC80 antagonist. inhibition, % at 3 µM. hit rate 1.3% among 360,000;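 active = percent inhibition above its own plate's cutoff, namely the mean of that plate's compound wells plus 3 SD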;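 also: peak over basal fluorescence ratio during 140 s after agonist addition; 0% = ACh EC80 plus DMSO and 100% = DMSO alone without agonist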
OXTR potentiator: potentiators of human oxytocin receptor; CHO-OTR cells, Fluo-8 calcium fluorescence, potentiator mode; 0% = oxytocin EC15, 100% = EC100; activation, % at 3 µM; P30559; hit rate 0.061% among 320,000;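 active = activation above that plate's cutoff, the mean activation of tested compounds plus 3 SD, cut at about 6.6% in these data, passing the limit was not always enough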;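 also: 100% uses oxytocin at 75 nM as the full agonist control; some results filed as inactive read as strong as hits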
Target sequence (P30559 whole entry, looked up): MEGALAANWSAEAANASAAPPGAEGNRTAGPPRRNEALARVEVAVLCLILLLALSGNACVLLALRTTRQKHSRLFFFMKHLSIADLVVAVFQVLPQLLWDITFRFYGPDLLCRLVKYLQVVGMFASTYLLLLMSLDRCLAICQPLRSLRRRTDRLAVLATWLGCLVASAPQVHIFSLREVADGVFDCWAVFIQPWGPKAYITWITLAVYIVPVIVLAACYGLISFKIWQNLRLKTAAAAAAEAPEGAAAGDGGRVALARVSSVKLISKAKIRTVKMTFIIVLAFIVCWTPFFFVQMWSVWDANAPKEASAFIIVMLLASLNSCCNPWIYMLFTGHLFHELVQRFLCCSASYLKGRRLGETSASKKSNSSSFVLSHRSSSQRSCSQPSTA
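Dosing: Single dose, 3.0 µM nominal final compound concentration | Material: Human OTR in CHO cells | Technique: Kinetic Fluo-8 calcium fluorescence | Benchmarks: EC15 oxytocin alone as 0%, 75 nM oxytocin as 100% | Probe or stimulus: Oxytocin at about EC15, sub-maximal agonist stimulus | Incubation: Compound 6 min at room temperature before oxytocin, 100 s read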
CHRM1 agonist: activates human CHRM1 receptor. CHO-K1 hM1, Fluo-8 calcium fluorescence, agonist mode; 0% DMSO, 100% acetylcholine EC100. activation, % at 3 µM. hit rate 0.33% among 360,000. AID 588814;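 active = activation above the run's mean compound activation plus 3 SD, cut at about 16% in these data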;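 also: peak over basal fluorescence ratio within a 140 s kinetic read after compound addition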
M1 PAM parental: nonselective activator or artifact in parental CHO-K1 calcium assay; ATP EC20, Fluo-8 calcium fluorescence; 0% at ATP EC20, 100% at ATP max; activation, % at 3 µM; hit rate 0.02% among 360,000; AID 602247;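 active = activation above the run cutoff, the mean activation of all test compounds plus 3 SD, cut at about 40% in these data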;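 also: peak over basal fluorescence ratio in a 140 s read after ATP addition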
TAAR1 antag: antagonists of human TAAR1. AID 624466. CHO RD-HGA16 TAAR1, Fluo-8 calcium fluorescence, antagonist. inhibition, % at 3 µM. hit rate 1.5% among 360,000. Q96RJ0;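 active = inhibition above a per-plate cutoff, the mean inhibition of test compounds on that plate plus 3 SD, cut at about 49% in these data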;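 also: 0% = DMSO plus EC80 beta-PEA response and 100% = DMSO alone without agonist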
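Test system – hTAAR1-expressing CHO RD-HGA16 cells, Gα16-coupled · Reagent – β-PEA at EC80 concentration, post-compound challenge · Compound dosing – 3 µM, single point · Timing – 140 s kinetic read after compound, 140 s after agonist · Detection – Fluo-8 intracellular calcium dye fluorescence, real-time kinetic reads · Control set – DMSO and EC80 PEA controls · Repeats – n of 1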
CHO-K1 Ca ag: counter-screen for M1 agonists: effect in parental CHO-K1 cells; AID 602248; Fluo-8 calcium fluorescence; scaled to maximal ATP response, vehicle zero; hit rate 0.48% among 360,000; activation, % at 3 µM; in the data active = activation above about 15%;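 also: untransfected CHO-K1 host cells lacking M1 receptor as counterscreen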
CHO-K1 Ca antag: counter-screen for M1 antagonists: effect in parental CHO-K1 cells; inhibition, % at 3 µM; AID 602250; ATP-induced calcium, Fluo-8 fluorescence; hit rate 0.6% among 360,000;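 active = inhibition above a per-plate cutoff, the plate's mean sample inhibition plus 3 SD, cut at about 24% in these data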;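 also: 0% = DMSO plus EC80 ATP and 100% = DMSO alone without ATP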
CHO parental Ca: counter-screen for OX1R antagonists: effect in parental CHO cells; AID 463079; hit rate 0.63% among 330,000; parental CHO-K1, ATP-induced calcium, Fluo-8 fluorescence; inhibition, % at 5.6 µM;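 active = inhibition above that plate's mean sample inhibition plus 3 SD, cut at about 26% in these data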;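 also: 0% = ATP-challenged DMSO wells and 100% = DMSO wells without ATP; some compounds past the cut are filed as inactive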
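Assay system: untransfected parental CHO cell line. Also added: ATP agonist challenge. Dosing: one dose, 5.6 µM nominal. Measured by: Fluo-8 fluorescence. Read-out: % inhibition. Benchmarks: ATP wells versus no-ATP DMSO wells. Repeats: no replicates.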
* hit, by the source's call; . = no result given. This is a random part of the collection; 4.2% or so of the library scored in one or more.

SMILES	TAAR1 agonist	CHRM1 antagonist	OXTR potentiator	CHRM1 agonist	M1 PAM parental	TAAR1 antag	CHO-K1 Ca ag	CHO-K1 Ca antag	CHO parental Ca
O=[N+]([O-])c1ccc(-c2nc(Nc3ccc(O)cc3)c3ccccc3n2)cc1	3	0	.	-4	1	48	4.1	4	.
CCCC(=O)NC1CCc2cc(OC)c(OC)c(OC)c2-c2ccc(OC)c(=O)cc21 (configuration not stated)	4	-16	.	0	3	-20	-0.1	-11	.
Cc1c(N2C(=O)CS/C2=N\N=C\c2ccc(Cl)cc2)c(=O)n(-c2ccccc2)n1C	9	-1	-2	-9	12	40	-0.6	-7	-13
COc1ccc(CNC2C[C@H]3CCCC(=O)N4CC[C@@H](C2)[C@@H]34)cc1 (some centres not stated)	6	-11	.	-10	-8	-6	0.3	2	-10
O=C(COC(=O)/C=C/c1ccccc1)NC1CCS(=O)(=O)C1 (configuration not stated)	4	4	6	6	-7	-16	-0.2	7	-9
CCOC(=O)N1CCN(C(=O)c2c(-c3ccccc3)noc2C)CC1	1	-8	1	4	-11	15	0.0	17	-4
CN(CCc1ccccc1)C(=O)c1ccc(NC(=O)Cc2ccc(NC(=O)C3CCN(C(=O)c4ccccc4)CC3)cc2)cc1	6	-3	.	-5	14	-14	0.7	-8	.
COc1ccccc1N(C)S(=O)(=O)c1ccc(C(=O)OCC(=O)N(C)c2ccccc2)cc1	2	2	-8	-12	22	12	2.8	-9	-8
O=C(/C=C/N1CCOCC1)c1coc2ccccc12	4	17	-10	-2	-8	4	-0.3	23	2
Cc1ccc([N+](=O)[O-])cc1S(=O)(=O)Nc1cccc(S(=O)(=O)NC2=NCCC2)c1	0	-8	5	-2	5	-30	0.4	-10	-14
O=C(Cn1cnc2c(cnn2-c2ccccc2)c1=O)N1CCOCC1	0	-1	3	-2	6	11	-0.4	1	1
COC(=O)c1sccc1NC(=O)C1C2C=CC(O2)C1C(=O)O (configuration not stated)	6	-9	-17	-2	11	-3	0.1	-4	-7
CCCN(CCC)Cc1c(C(=O)N/N=C/c2ccsc2)nnn1-c1nonc1N	6	-10	-11	2	-16	-13	0.0	-1	-4
COc1ccccc1C(=O)Nc1ccc(OC(C)C(=O)N2CCOCC2)cc1 (configuration not stated)	1	2	-7	-2	-15	13	0.3	-9	-12
CC(=O)c1cccc(OCc2cc(C(=O)N(C)CCc3ccccn3)no2)c1	4	-4	-9	-2	-19	-3	1.8	5	-7
O=C(NCCN1CCN(C(=O)c2cc3ccccc3oc2=O)CC1)c1cc2ccccc2oc1=O	-4	-11	-18	-4	4	-8	0.2	6	-25
C/C(=N\NC(N)=O)c1c(F)cccc1F	5	-11	-1	-2	-11	-37	0.1	11	3
Cc1nn(C)c(Cl)c1CN1CCCC(C(=O)Nc2cccc(-n3cccn3)c2)C1 (configuration not stated)	3	3	-5	-3	-11	-6	7.9	-8	-14
Clc1ccc(N2CCN(c3ncnc4c3oc3ccccc34)CC2)cc1	1	0	-11	-3	29	8	1.1	-12	4
CCOC(=O)c1ccc(NC(=O)Nc2nncs2)cc1	13	-5	.	9	1	6	5.7	4	.
O=C(CSc1nn(-c2ccc(F)cc2)c(=S)s1)NC(=O)NCc1ccco1	19	1	-9	0	-12	-8	-0.4	4	-9
Cc1ccc(Cl)cc1N1CCN(C(=O)c2cc3c(=O)[nH]c4ccccc4c3n2C)CC1	19	9	-13	-3	18	51*	5.6	-15	45*
Cc1ccc(S(=O)(=O)c2nnn3c2nc(NCCCN2CCCC2=O)c2ccccc23)cc1C	-1	13	-8	-5	-18	-20	2.1	-2	-17
CC(=O)Nc1cc(Br)ccc1O	6	-6	-8	-2	-10	-12	0.1	-2	-6
CCOC(=O)N1CCN(S(=O)(=O)N(C)C)CC1	6	-3	4	-3	11	10	0.1	-10	-2
CCOc1ccc2[nH]c3c(N4CCN(C(=O)c5ccco5)CC4)ncnc3c2c1	3	3	3	-5	2	16	2.2	-9	-24
COc1ccc(CNC(=S)N/N=C/c2ccncc2)cc1	-1	-4	-2	-6	6	18	1.6	-1	-1
CN(C)CC(O)c1ccc(C=Cc2ccc(Cl)cc2)cc1 (configuration not stated)	13	15	.	-4	13	39	4.2	-4	.
O=c1c(Cl)c(Cl)cnn1Cc1ccccc1Cl	-2	.	4	.	.	15	.	.	4
CCOc1ccc(CNc2ncc(-c3ccccc3)n2C)cc1	-1	-5	-5	-9	-5	-7	0.0	5	-5
CC(C)CCNc1nc(-c2ccco2)c2c(c1C#N)CCCC2	4	-8	-10	-1	22	-13	-0.6	-12	-35
Cc1nc2c(C)cccn2c1/C(O)=C1\C(=O)C(=O)N(CCN2CCOCC2)C1c1ccncc1 (configuration not stated)	10	-13	-2	4	2	-1	0.1	-6	-7
CCC1NC(=O)c2cc3ccccc3cc2-n2c1nc1ccc(OC)cc1c2=O (configuration not stated)	0	21	.	-1	16	1	0.7	-12	.
O=c1cc(CN2CCN(Cc3ccccc3)CC2)c2cc(O)ccc2o1	3	13	-4	-6	13	7	2.7	-12	-5
COc1cc(C)c2c(c1OC)C(=O)CC2	5	-8	.	-3	12	-6	0.1	-10	.
CCCCCNC(=O)c1cccnc1SCC(=O)Nc1ccccc1OC	2	-4	-5	-11	27	8	3.8	-8	-3
Cn1cc(Br)c(C(=O)N2CCCCCC2)n1	0	-4	.	-2	5	-7	0.9	0	.
CC(C)(C)c1csc(N(CCC#N)CCC#N)n1	5	-8	-8	2	-4	11	0.7	-5	-5
O=C(COC(=O)c1ccccn1)c1ccc(Br)cc1	9	-2	-8	-3	-2	9	-0.1	6	-6
CCCn1c(SCC(=O)N2CCCC(C)C2)nnc1-c1cccnc1 (configuration not stated)	6	5	-1	-9	12	-7	3.6	-7	-10
O=C(NCCc1ccccc1)C(c1ccccc1)N(C(=O)c1csnn1)C1CC1 (configuration not stated)	2	2	-9	-5	-10	10	-0.2	-1	-14
CC(=O)c1cccc(NC(=O)C(C)OC(=O)c2cccc(-n3cnnn3)c2)c1 (configuration not stated)	1	-6	-4	-1	-20	-10	1.6	9	-1
COc1cccc(Cn2c(NCc3cccnc3)nc3c2c(=O)n(C)c(=O)n3C)c1	0	-11	-12	-5	20	-2	0.2	-7	-3
Cc1ccc(NC(=O)Nc2ccon2)cc1Cl	21	3	-5	3	-14	22	4.0	5	8
Cc1nc(SCC(=O)c2ccccc2)n[nH]1	7	-9	-7	-2	27	13	0.6	-7	7
N#CC(=C(O)COC(=O)CCC1CCCCC1)c1nc2ccccc2[nH]1	7	-19	.	1	16	10	1.3	-19	.
Cc1ccc2c(c1)C(=O)C(=O)N2CCOc1ccccc1	0	7	-12	6	15	-2	0.3	-11	-1
O=c1c2ccccc2nnn1-c1ccccc1	-1	-16	.	-6	17	10	0.3	-14	.
S=C(Nc1cccnc1)NC1CC2CCC1C2 (configuration not stated)	0	-7	-8	-1	5	1	1.5	-3	-6
Cc1cc(C)cc(NC(=O)Nn2cnnc2)c1	0	-14	.	-4	23	-8	1.1	-6	.
Cn1c(C(=O)N[C@@H](Cc2ccccc2)C(=O)O)cc2cc(F)ccc21	3	-6	2	-3	9	-16	0.5	-13	5
CC12CC(O)C3C(CCC4=CC(=O)CCC43C)C1CCC2=CCO (configuration not stated)	3	-10	.	-1	15	2	2.2	-16	.
Cc1ccc(S(=O)(=O)N2CCN(C(=O)CC(C)n3cncn3)CC2)cc1 (configuration not stated)	-4	-6	-4	-3	2	2	8.3	-3	6
Cc1nc2nc(-c3ccccc3)nn2c(C)c1Cl	20	0	2	-2	13	-5	0.3	-11	-8
C[C@@H](NC(=O)c1[nH]cnc1C(=O)Nc1nccs1)c1ccccc1	5	-14	-2	-3	14	6	0.3	-14	-8
Nc1ncnc2c1CN(Cc1ccccc1)CC2	3	18	.	-3	-4	19	0.1	-7	.
CN(C(=O)C1CCN(S(=O)(=O)c2cccc3nonc23)CC1)C1CCCCC1	2	-9	-5	-4	6	-45	3.4	-5	-3
COc1ccc(Cl)cc1S(=O)(=O)N1CCC(C(=O)NCCC2=CCCCC2)CC1	14	-8	-4	5	15	3	4.5	-12	-15
CN(C)/C=C/C(=O)c1c(F)cccc1F	5	-11	-8	0	-11	13	1.1	-2	1
Nc1c(Cl)cnn(-c2ccccc2)c1=O	15	-10	0	-3	4	-8	-0.1	2	-11

Single values from the results shown.
Result of Cc1ccc(S(=O)(=O)N2CCN(C(=O)CC(C)n3cncn3)CC2)cc1 (configuration not stated) in CHRM1 antagonist: -6
Result of O=c1c2ccccc2nnn1-c1ccccc1 in TAAR1 agonist: -1

More results follow.
SMILES	TAAR1 agonist	CHRM1 antagonist	OXTR potentiator	CHRM1 agonist	M1 PAM parental	TAAR1 antag	CHO-K1 Ca ag	CHO-K1 Ca antag	CHO parental Ca
CCOC(=O)c1c(NC(=O)CN2C(=O)NC(C)(c3ccccc3)C2=O)sc(C)c1C (configuration not stated)	0	-6	-1	1	-8	-7	-0.6	18	-23
O=C(Oc1ccc(-c2cnc3ccccc3n2)cc1)c1cccc([N+](=O)[O-])c1	2	-11	-9	-3	16	10	0.7	2	-13
Cc1ccc(NC(=O)c2cc(N3C(=O)C4CCCCC4C3=O)ccc2N2CCOCC2)cc1 (configuration not stated)	3	6	0	-3	-13	12	-0.2	5	1
O=C(C[C@H]1C[C@H](C(=O)N2CCOCC2)[C@@]2(CCC3CCCC3)c3[nH]c4cc(-c5ccco5)ccc4c3CCN2C1=O)NCCc1ccccn1	4	-3	.	-6	-5	-2	-0.2	-8	3
Cn1cc(/C=C(\C#N)C(=O)Nc2ncc(Cc3ccc(Cl)cc3)s2)c2ccccc21	3	-12	-1	-9	13	-11	-0.3	2	-10
Cc1oc(-c2ccc(Cl)cc2)nc1CN1CCCC(C(=O)N2CCN(C(=O)c3ccco3)CC2)C1 (configuration not stated)	2	-2	-7	-10	8	-26	5.1	1	-25
CCCCCC(=O)Nc1ccc(Cl)cn1	13	-13	-5	-4	15	-8	-0.1	-17	-14

Of the compounds above, these have a COOH group.
SMILES	TAAR1 agonist	CHRM1 antagonist	OXTR potentiator	CHRM1 agonist	M1 PAM parental	TAAR1 antag	CHO-K1 Ca ag	CHO-K1 Ca antag	CHO parental Ca
COC(=O)c1sccc1NC(=O)C1C2C=CC(O2)C1C(=O)O (configuration not stated)	6	-9	-17	-2	11	-3	0.1	-4	-7
Cn1c(C(=O)N[C@@H](Cc2ccccc2)C(=O)O)cc2cc(F)ccc21	3	-6	2	-3	9	-16	0.5	-13	5

Bioassay records from PubChem BioAssay.
